Bioassay records as filed in PubChem.
GPR151 activ: activators of human GPR151, primary screen, cell-based, PathHunter beta-arrestin, luminescence; PathHunter beta-arrestin GPR151 cells; activation, % at 11.2 µM; 650,000 tested, 1% active; in the data active = activation above about 4.9%;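 note: 0% = median of compound wells and 100% = cells with positive control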
Target sequence (Q8TDV0 whole entry, looked up): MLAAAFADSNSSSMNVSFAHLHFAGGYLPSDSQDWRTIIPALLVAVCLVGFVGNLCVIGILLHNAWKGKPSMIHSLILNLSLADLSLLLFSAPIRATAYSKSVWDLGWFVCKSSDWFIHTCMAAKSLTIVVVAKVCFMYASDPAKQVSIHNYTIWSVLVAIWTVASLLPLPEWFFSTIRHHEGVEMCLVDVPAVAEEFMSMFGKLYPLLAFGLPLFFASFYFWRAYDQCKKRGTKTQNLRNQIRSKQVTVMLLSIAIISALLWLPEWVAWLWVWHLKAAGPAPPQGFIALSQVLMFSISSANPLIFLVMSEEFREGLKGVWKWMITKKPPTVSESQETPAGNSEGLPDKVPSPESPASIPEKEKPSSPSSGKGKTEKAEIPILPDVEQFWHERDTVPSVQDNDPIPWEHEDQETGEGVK
MITF inh: MITF inhibitors, primary screen, biochemical, AlphaScreen, human. AlphaScreen MITF homodimerization, bead proximity signal. Microphthalmia-associated transcription factor (Homo sapiens), O75030. 650,000 tested, 0.91% active. AID 1259374, 2018. inhibition, % at 2.6 µM; in the data active = inhibition above about 50%;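 note: 0% = vehicle wells with protein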
Target sequence (O75030 whole entry, looked up): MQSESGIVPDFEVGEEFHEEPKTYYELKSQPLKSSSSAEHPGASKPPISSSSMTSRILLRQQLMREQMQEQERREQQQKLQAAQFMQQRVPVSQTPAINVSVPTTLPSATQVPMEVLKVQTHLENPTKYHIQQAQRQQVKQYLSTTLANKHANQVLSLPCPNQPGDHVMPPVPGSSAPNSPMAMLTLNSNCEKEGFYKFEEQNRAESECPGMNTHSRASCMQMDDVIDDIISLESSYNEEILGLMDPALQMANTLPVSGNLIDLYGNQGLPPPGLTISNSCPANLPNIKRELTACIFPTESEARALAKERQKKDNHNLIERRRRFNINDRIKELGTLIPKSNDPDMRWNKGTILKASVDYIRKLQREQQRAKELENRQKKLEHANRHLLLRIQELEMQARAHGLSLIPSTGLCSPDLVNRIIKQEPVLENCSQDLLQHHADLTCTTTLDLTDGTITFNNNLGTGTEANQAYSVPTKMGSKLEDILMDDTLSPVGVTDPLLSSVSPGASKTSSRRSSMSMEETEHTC
TEAD-YAP inh: TEAD-YAP interaction inhibition, primary screen, TEAD-YAP interaction inhibitor project, luminescence, HEK-TIYL cells; TEAD-Gal4/YAP UAS-luciferase luminescence; inhibition, % at 9.12 µM; 640,000 tested, 1.4% active; AID 1259422, 2018; in the data active = inhibition above about 32%;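 note: 0% = median of test compound wells and 100% = reference inhibitor wells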
FBW7 activator: FBW7 E3 ligase activators, primary screen, biochemical, AlphaScreen, human. F-box/WD repeat-containing protein 7 (Homo sapiens), Q969H0. normalized activity (activation), % at 26.1 µM. AlphaScreen FBW7–phospho-cyclin E peptide binding, activator screen. 650,000 tested, 0.13% active; in the data active = normalized activity above about 1.9%;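 note: purified mutant Fbw7 with reduced substrate affinity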
An asterisk follows results filed as active.

SMILES,TEAD-YAP inh,FBW7 activator,GPR151 activ,MITF inh
C/C(=N\NC(=S)NCCO)c1cccnc1,-10,0.0,-1.0,-3
Cc1cccc(Nc2nc3nonc3nc2Nc2ccc(I)cc2)c1C,13,0.1,-0.2,8
CC(C)CCn1c(CO)nc2ccccc21,-2,0.3,0.1,-2
COc1cc(S(=O)(=O)Nc2ccccc2C(=O)O)c(OC)cc1Cl,14,0.1,1.0,13
N#CC1=C(N)Oc2cc(O)ccc2C1c1ccccc1F (stereo unspecified),6,0.0,0.9,1
COc1ccc(OC)c(Nc2nc(-c3ccncc3)cs2)c1,-2,-0.1,-0.8,-19
c1cn2c(-c3ccsc3)cnc2c(Nc2ccc3[nH]ccc3c2)n1,56*,0.0,-0.6,4
CCOC(=O)C(CC)(CCC(=O)O)c1csc(Nc2ccc(C)cc2)n1 (stereo unspecified),7,0.0,1.3,-13
NC(=O)c1ccc(-c2nc3ncnc(NCCc4ccc(O)cc4)c3[nH]2)cc1,7,0.0,-1.7,35
O=C(NC1CCCCCC1)C1CCCN(S(=O)(=O)c2ccc(Br)s2)C1 (stereo unspecified),-7,0.2,2.3,37
c1cc2c(cc1CN1CCOCC1)CN(Cc1ccc(CN3CCCC3)s1)CCO2,2,-0.1,3.9,8
CCCCn1c(CNC(=O)c2ccc(C)c(C)c2)nnc1SC(C)C(=O)Nc1sc2c(c1C(=O)OCC)CCC2 (stereo unspecified),13,0.4,-2.0,6
CC(C)CN1C(=O)C(C)(C)COc2ccc(NS(=O)(=O)c3cccs3)cc21,-15,0.0,-0.4,-13
C/C(Cn1nnc([N+](=O)[O-])n1)=N\NC(=O)Cc1ccccc1,-4,0.1,2.3,0
O=C(COc1cccc([N+](=O)[O-])c1)N/N=C/C=C/c1ccccc1,2,-0.1,0.4,4
CCc1ccc(C2=NN(CCC(=O)NCC(OC)OC)C(=O)CC2)cc1,0,0.1,0.4,12
CCOCCCNC1CCN(c2ccc(C(=O)NC(C)c3ccccc3)cc2)CC1 (stereo unspecified),-1,-0.1,-1.7,-1
O=C(COC(=O)CN1C(=O)C2CCCCC2C1=O)Nc1ccc(F)c([N+](=O)[O-])c1 (stereo unspecified),-4,0.2,0.1,19
CC(=O)OCCCNc1cc(NCc2ccccc2Cl)c2nonc2c1[N+](=O)[O-],-21,-0.1,0.5,9
CCOc1ccc(NC(=O)c2ccc(F)c(S(=O)(=O)N(CC)c3cccc(C)c3)c2)cc1,19,0.0,-0.3,16
Cc1ccc(S(=O)(=O)Nc2nc3ccccc3nc2NCc2ccco2)cc1,-36,0.2,2.0,12
COc1ccc(CCNc2cc(-c3ccc(C(=O)N4CCN(C)CC4)cc3)ncn2)cc1,3,0.0,0.0,2
CCN1CCCC1CNCc1ccc(OC)c(OC)c1 (stereo unspecified),2,0.1,-0.4,8
Cc1ccc(N(CC(=O)O)S(=O)(=O)c2cccnc2)cc1,-3,0.3,0.6,-5
CCCCc1nnc(NC(=O)CSc2ncn[nH]2)s1,-3,-0.1,1.4,-7
NC(C(=O)N1CCCC(Nc2ccc3[nH]ncc3c2)C1)c1cccc(Cl)c1 (stereo unspecified),-5,-0.5,-0.6,17
CCC(CC)NC(=O)Cn1c(C(C)NC(=O)c2ccccc2)nc2ccccc21 (stereo unspecified),-8,0.2,-2.0,2
c1cnc(Nc2nc(NCc3nc4ccccc4[nH]3)c3[nH]cnc3n2)nc1,-19,-0.2,-1.3,19
COc1ccc2[nH]c3c(c2c1)CCNC31CCN(CCCC#N)CC1,0,0.1,-1.2,6
O=S(=O)(NCCc1ccsc1)c1cc(Cl)ccc1Cl,-2,0.6,-0.7,-5
CCCCCCN1C(=O)C2C(C(=O)Nc3cccc(C)c3)C3C=CC2(O3)C1C(=O)NC1CCCCC1C (stereo unspecified),4,0.0,1.0,10
COc1ccc(S(=O)(=O)N2CCN=C2SC)cc1,-2,-0.1,-1.2,4
c1nc2nc(N3CCN(Cc4ccc5c(c4)OCO5)CC3)nc(Nc3ccc4c(c3)OCO4)c2[nH]1,2,-0.2,0.5,10
Cc1cc(NC(=O)C2CCN(C(=O)C3(c4ccccc4)CCOCC3)CC2)no1,-8,0.3,0.3,-7
CSCCC(NC(N)=O)C(=O)Nc1ccc(Oc2ccccc2)cc1 (stereo unspecified),3,0.5,-0.2,12
Cc1ccc(C(=O)NCC(=O)OC(C)C(=O)Nc2ccc(N(C)C)cc2)s1 (stereo unspecified),-6,-0.1,1.3,15

In a second layout: four of the compounds above
Order of results: TEAD-YAP inh | FBW7 activator | GPR151 activ | MITF inh
> CCC(CC)NC(=O)Cn1c(C(C)NC(=O)c2ccccc2)nc2ccccc21 (stereo unspecified)
 : -8 | 0.2 | -2.0 | 2
> c1cnc(Nc2nc(NCc3nc4ccccc4[nH]3)c3[nH]cnc3n2)nc1
 : -19 | -0.2 | -1.3 | 19
> COc1ccc2[nH]c3c(c2c1)CCNC31CCN(CCCC#N)CC1
 : 0 | 0.1 | -1.2 | 6
> O=S(=O)(NCCc1ccsc1)c1cc(Cl)ccc1Cl
 : -2 | 0.6 | -0.7 | -5

New compounds follow
SMILES,TEAD-YAP inh,FBW7 activator,GPR151 activ,MITF inh
CCN(CC)c1cc(N2CCOCC2)c([N+](=O)[O-])cc1F,5,-0.1,0.9,0
Cn1c(=O)c2ncn(CC#N)c2n(C)c1=O,6,0.6,1.5,-9
CN1C=CC=C/C1=C(/C#N)C(=O)NC1CCCCC1,2,-0.2,2.7,-8
COC(=O)C1=C(C)Nc2ncnn2C1c1ccccc1F (stereo unspecified),1,0.0,-0.3,-1
CC(C)CCNC(=O)CN(C(=O)CCC(=O)Nc1ccccn1)c1cccc(F)c1,10,-0.2,1.4,0
CCOC(=O)N1CCC(N2CCc3nnc(C(CC(C)C)NC(C)=O)n3CC2)CC1 (stereo unspecified),5,0.2,-1.6,13
CCOc1cc(C2C3=C(CC(C)(C)CC3=O)OC3=C2C(=O)CC(C)(C)C3)cc(Br)c1O,1,0.1,-1.4,17
O=C(CSc1nc2ccc(N3CCOCC3)cc2c(=O)n1Cc1ccccc1)c1ccc(F)cc1,-2,0.1,-0.9,12
CCOC(=O)Cn1nnc(-c2ccc(OCc3ccccc3C)cc2)n1,-3,0.2,0.2,6
COc1ccc2c(CC(=O)N=c3sccn3C)coc2c1,6,-0.1,2.2,-3
O=C(c1cscn1)N1CCC(c2ccnc3nc(C(F)(F)F)nn23)CC1,-10,-0.1,-0.4,4
CCOC(=O)c1sc(=Nc2ccccc2)n(Cc2ccccc2)c1C,3,-0.2,0.0,-1
O=C(c1cccc([N+](=O)[O-])c1)c1ccc2c(c1)C(=O)N(c1ccc(Cl)cn1)C2=O,6,-0.5,0.4,7
Cc1cc2c(cc(C(=O)NCCc3ccccc3)n2C)s1,58*,0.1,-7.7,5
O=C1N/C(=C/c2ccc(Br)s2)C(=O)N1Cc1ccccc1F,21,0.2,-0.1,6
COc1cc(C(=O)Nc2ccc3nn(-c4ccc(C)cc4)nc3c2)cc(OC)c1OC,0,0.0,-1.7,-4
CCOc1ccc(N2C(=O)CC(N3CCC(C(N)=O)(N4CCCCC4)CC3)C2=O)cc1 (stereo unspecified),2,-0.2,-0.6,-8
Cc1ccc(CN2C(=O)CN(CC(=O)NC3CCCC3)C(=O)C2c2ccccc2F)cc1 (stereo unspecified),3,0.3,0.6,9
CC1=C(C(=O)NCc2ccccc2)C(c2ccccc2OCC(N)=O)NC(=S)N1 (stereo unspecified),1,0.3,1.4,31
CCOc1ccc(/C=N/N=C2\NC(=O)C(CC(=O)Nc3ccc(C)cc3)S2)cc1 (stereo unspecified),-1,0.6,0.3,15
COc1ccc(-c2cnn3c(N(C)Cc4ccccc4)ccnc23)c(OC)c1,-13,-0.1,0.8,10
CCOCCCNC(=O)C1CCN(c2nc3c(C)cc(C)cc3s2)CC1,-1,0.1,1.6,3
CCC(C)OC(=O)c1[nH]c2c(c1C)C(=O)CCC2 (stereo unspecified),-15,0.1,0.9,10
O=C(NNC(=O)c1ccc(=O)[nH]n1)c1ccc(CSc2nc3ccccc3s2)cc1,-5,-0.1,-1.3,0
COc1ccc(N2C(=O)C3C4C=CC(O4)C3C2=O)c([N+](=O)[O-])c1 (stereo unspecified),3,0.1,-1.3,11
CC(OC(=O)c1cccc(N2C(=O)C3CC=CCC3C2=O)c1)C(=O)c1ccccc1 (stereo unspecified),25,0.1,-0.3,-1
Cn1c(=O)c2[nH]c(NCCc3ccccc3)nc2n(C)c1=O,15,0.3,-1.2,4
Cc1nc2c(c(=O)[nH]1)C(c1ccc(F)cc1)C(C#N)=C(N)O2 (stereo unspecified),-6,0.1,-0.3,-20
Cc1ccccc1-c1nc(-c2cccnc2)no1,-48,0.2,-0.5,5
C=CCOc1ccc(/C(O)=C2/C(=O)C(=O)N(CCN(C)C)C2c2ccc(F)cc2)c(C)c1 (stereo unspecified),-3,0.2,-0.2,-1
Cc1cccc(CSc2nc3n[nH]c(C)c3c(=N)n2-c2ccc(Cl)c(C)c2)c1,1,0.0,1.1,1
COc1ccccc1C/C(N)=N/OC(=O)c1ccccc1Br,-40,0.2,0.0,3
O=C1NC(=Nc2cccc(C(=O)O)c2)S/C1=C/C=C/c1ccccc1,5,-0.2,-0.5,-9
Cc1ccc(S(=O)(=O)N2CCCC2CNC(=O)Nc2cccc(Cl)c2)cc1 (stereo unspecified),-2,0.3,0.7,-2
CCC(Sc1ccc2nnc(-c3cccs3)n2n1)C(=O)OC (stereo unspecified),11,0.2,-2.4,7
COc1ccc(Cn2c(SCC(=O)Nc3ccccc3C(F)(F)F)nc3ccsc3c2=O)cc1,-19,0.2,1.5,5
COc1ccc(-c2ocnc2C(=O)Nc2ccccc2N2CCCCC2)cc1OC,-2,0.5,-1.3,26
COc1ccc(C2=Cc3ccccc3C(C)(C)O2)cc1,-2,0.0,-0.5,7
CC(Cn1ccc2ccccc21)NC(=O)CCN1Cc2ccccc2OC(C)C1 (stereo unspecified),-5,0.1,0.8,0
c1cncc(-c2noc(CCC3CCCCC3)n2)c1,-10,-0.1,0.3,-8
CN1/C(=C\C(=O)CSc2nc(N)cc(=O)[nH]2)C(C)(C)c2ccccc21,7,-0.1,-0.5,3
Cc1ccc(CNC(=O)C2CCN(c3nnc(N4CCCC4=O)s3)CC2)cc1,0,0.1,4.0,-2
O=C(CSc1nc2ccccc2c(=O)n1CC1CCC(C(=O)NCc2ccccc2)CC1)Nc1ccccc1Cl (stereo unspecified),2,-0.2,0.1,-2
CNC(=O)COc1ccc(Nc2nnc(-c3ccc(OC)cc3)c3ccccc23)cc1,-3,-0.2,1.8,7
O=C(COc1ccccc1/C=C1/NC(=O)NC1=O)Nc1ccc(F)cc1,-8,0.0,-0.9,9
CCOc1ccc(C2C(C(=O)OC3CCCC3)=C(C)NC3=C2C(=O)CCC3)cc1 (stereo unspecified),1,0.0,1.7,-6
CCCOc1cc(C)c(S(=O)(=O)N2CCOCC2)cc1C,-3,0.0,0.4,12
O=C(Nc1cccc(Cl)c1)c1ccc([N+](=O)[O-])s1,9,0.0,-1.4,12

Limited to FBW7 activator and TEAD-YAP inh, for some of the entries so far:
Compound | FBW7 activator | TEAD-YAP inh
O=C(CSc1nc2ccccc2c(=O)n1CC1CCC(C(=O)NCc2ccccc2)CC1)Nc1ccccc1Cl (stereo unspecified) | -0.2 | 2
CNC(=O)COc1ccc(Nc2nnc(-c3ccc(OC)cc3)c3ccccc23)cc1 | -0.2 | -3
O=C(COc1ccccc1/C=C1/NC(=O)NC1=O)Nc1ccc(F)cc1 | 0.0 | -8

Of the compounds above, these have a COOH group.
SMILES,TEAD-YAP inh,FBW7 activator,GPR151 activ,MITF inh
COc1cc(S(=O)(=O)Nc2ccccc2C(=O)O)c(OC)cc1Cl,14,0.1,1.0,13
CCOC(=O)C(CC)(CCC(=O)O)c1csc(Nc2ccc(C)cc2)n1 (stereo unspecified),7,0.0,1.3,-13
Cc1ccc(N(CC(=O)O)S(=O)(=O)c2cccnc2)cc1,-3,0.3,0.6,-5
O=C1NC(=Nc2cccc(C(=O)O)c2)S/C1=C/C=C/c1ccccc1,5,-0.2,-0.5,-9

The listing continues:
SMILES,TEAD-YAP inh,FBW7 activator,GPR151 activ,MITF inh
CC(C)NC(=O)c1nc2c(nnn2Cc2cccc(Cl)c2)c(=O)[nH]1,5,-0.1,-0.1,9
CCOc1cc(/C=C2/C(=N)N3N=C(CC(C)C)SC3=NC2=O)ccc1OCCOc1c(C)cccc1C,15,0.1,-0.6,12
c1ccc(Oc2ccc(Nc3nc(Nc4ncccn4)nc4c3ncn4-c3ccccc3)cc2)cc1,-6,-0.1,0.1,6
COC(=O)c1ccccc1NC(=O)c1c(Br)cnn1C,-2,-0.1,-0.4,-5
O=c1[nH]c2cc(Br)cnc2[nH]1,-8,0.0,0.7,-15
O=C(COC(=O)c1cccs1)c1cccc(Br)c1,-2,-0.1,0.9,-6
COC(=O)c1ccc(NC(=O)CC2C(=O)N(c3cccc(C)c3)C(=O)N2CC(C)C)cc1 (stereo unspecified),-5,-0.2,0.8,1
CCOc1ccc(/C(O)=C2/C(=O)C(=O)N(CCN(C)C)C2c2ccc(N(C)C)cc2)c(C)c1 (stereo unspecified),-1,-0.2,-0.3,-20
